# Compound activity (PubChem BioAssay)
# HDAC3 inh – HDAC3 deacetylase inhibitors, primary screen, biochemical, fluorescence, cell-free homogeneous. recombinant HDAC3, fluorogenic peptide/trypsin coupled. inhibition, % at 8.3 µM. hit rate 0.15% among 320,000. AID 2718, 2010; in the data active means inhibition above about 26%, passing the limit was not always enough; inconclusive means no clear call, values can overlap the other calls
# Target sequence (O15379 whole entry, looked up): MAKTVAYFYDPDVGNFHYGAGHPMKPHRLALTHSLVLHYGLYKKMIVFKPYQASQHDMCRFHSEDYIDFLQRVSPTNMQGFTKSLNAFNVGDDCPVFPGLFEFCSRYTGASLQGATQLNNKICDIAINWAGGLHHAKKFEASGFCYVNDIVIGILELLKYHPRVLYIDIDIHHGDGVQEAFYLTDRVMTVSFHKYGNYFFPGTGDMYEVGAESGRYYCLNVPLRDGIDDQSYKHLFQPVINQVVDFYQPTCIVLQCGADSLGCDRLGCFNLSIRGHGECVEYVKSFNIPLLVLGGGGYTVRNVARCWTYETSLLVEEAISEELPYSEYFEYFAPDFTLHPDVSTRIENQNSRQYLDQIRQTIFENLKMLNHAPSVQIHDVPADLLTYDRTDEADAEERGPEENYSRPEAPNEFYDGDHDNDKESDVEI
# IEC-6 tox – cytotoxicity in IEC-6 intestinal epithelial cells, primary screen, cytotoxicity control for KLF5 inhibitor project, cell-based, luminescence. IEC-6 cytotoxicity, luminescence viability. inhibition, % at 5 µM. hit rate 0.78% among 290,000. AID 1825, 2009; in the data active means inhibition above about 22%;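 further: 0% = plate median of test compound wells and 100% = cytotoxic reference compound wells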
# HSF1 inhib – HSF1 inhibitors in luciferase reporter cells, primary screen, cell-based, NIH3T3, luminescence; NIH3T3-HGL HSE-luciferase, MG132-induced, luminescence 8 h; active compounds read low; activity change, negative = inhibition, % at 7.5 µM (by protocol); hit rate 0.77% among 300,000;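 active means more than half of replicate wells show activity change below -50%, luminescence cut by over half; inconclusive means some wells, but at most half, below -50%; inactive means no replicate well below -50%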;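 further: luciferase reports HSF-1 transcriptional activity via heat shock element; 0% = median of DMSO wells and -100% = zero luminescence signal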
# AI-2 QS modul – Vibrio harveyi AI-2 quorum sensing modulators, primary screen, JMH597 strain, luminescence/OD600 ratio | Vibrio harveyi JMH597 AI-2 luminescence/OD600 ratio, 9 h; active compounds read low; strain lacks LuxN and CqsS sensors; 0 = neutral-control median | activity change, % at 7.5 µM | hit rate 0.4% among 300,000 | AID 2094, 2009; in the data active means activity change below about -75%, passing the limit was not always enough; inconclusive means no clear call, values can overlap the other calls;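 further: luminescence divided by OD600 gain over 9 h not by final OD600 alone; inactives centre near 13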
# HIF act – HIF pathway transcriptional activators, primary screen, cell-based, U2OS HRE-luciferase, luminescence; U2OS HRE-luciferase reporter; normalized: DMSO 0%, desferrioxamine 100%; activation, % at 7.5 µM (by protocol); hit rate 0.32% among 300,000;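 active means mean activation of at least 10% of the iron chelator positive control signal, with at least half of replicates also reaching 10%; inconclusive means mean and replicate majority disagree about reaching 10%; inactive means mean and most replicates under 10%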
# HSF-1 act – HSF-1 activators, primary screen, NIH3T3-HGL cells, MG132 stress, luminescence, single point. NIH3T3-HGL HSF-1 luciferase reporter, 8 h; 100% = twice DMSO control signal. activation, % at 9 µM. hit rate 1.7% among 300,000. AID 504408, 2011;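 active means mean replicate activation of at least 50% with a set share of replicates each reaching 50%; inconclusive means only one of those two conditions met; inactive means mean below 50% and too few replicates reaching it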;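 further: 0% = median of the neutral control wells and 100% = twice that signal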
# KLF5 inhibitor – KLF5 expression inhibitors, primary screen, DLD-1 cells, luminescence. DLD-1 KLF5 promoter-luciferase reporter. inhibition, % at 5 µM. hit rate 0.23% among 290,000;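 active means inhibition above a per-plate limit of that plate's mean compound inhibition plus 3 SD, cut at about 60% in these data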;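 further: 0% = DMSO wells and 100% = LY294002 at 200 µM; higher means less KLF5 promoter-driven luciferase light; inactives centre near -14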
# HSP90 refold inh – HSP90 inhibitors, primary screen, cell lysate, luminescence; inhibition, % at 5.6 µM; Rabbit reticulocyte lysate, luciferase refolding luminescence, 3 h; AID 1789, 2009; hit rate 0.91% among 290,000;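 active means inhibition above the screen-wide mean plus 3 SD, computed separately per campaign, cut at about 16% in these data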;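 further: 0% = DMSO wells and 100% = 60 µM geldanamycin wells; inhibitors lower the luminescence because luciferase stays unfolded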
# Platelet DG rel – inhibitors of platelet dense granule secretion, primary screen, cell-based, MLPCN, human platelets; inhibition, %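 (compounds screened at 7.5 µM in platelet-rich plasma)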; hit rate 0.22% among 300,000; human platelet-rich plasma, SFLLRN dense granule ATP release, luminescence;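 active means mean replicate score, as percent of positive control, at or above 50; inconclusive means mean below 50 but at least one replicate at or above 50; inactive means mean and every replicate below 50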
# aSyn 5UTR inh – MLPCN primary screen, SNCA 5' untranslated region | alpha-synuclein 5'UTR reporter, inhibitor activity | inhibition, % (tested at 7.5 µM) | hit rate 0.82% among 300,000; in the data active means inhibition above about 60%; inconclusive means no clear call, values can overlap the other calls;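 further: H4 neuroglioblastoma cells stably carrying SNCA 5'UTR luciferase fusion; 0% = DMSO wells and 100% = positive control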
# * hit, by the source's call; ? = inconclusive; . = not tested or not shown. Rows are unselected (roughly 5% active in at least one column).
SMILES,HDAC3 inh,IEC-6 tox,HSF1 inhib,AI-2 QS modul,HIF act,HSF-1 act,KLF5 inhibitor,HSP90 refold inh,Platelet DG rel,aSyn 5UTR inh
COc1cc(NC(=O)CSC(=S)N2CCCC2)c(OC)cc1Cl,6,.,2,-1,-0.1,-11,.,.,-2,19
COc1cc(OC)c(C2=NOC(C(=O)Nc3c(C)n(C)n(-c4ccccc4)c3=O)C2)cc1Cl (stereo not drawn),0,-2,5,18,-0.1,40,-9,-1,-25,18
COc1cc(/C=C/[N+](=O)[O-])ccc1OCc1cccc(C(=O)O)c1,.,-7,-14,51,-1.8,-23,71*,63*,0,97*
CC1(C)C(=O)Nc2ccccc2N1C(=O)CSc1nnc2ccccn12,-5,2,1,5,-0.3,13,-49,2,-3,-5
Cc1nc(SCC(=O)Nc2ccccc2Cl)oc1C,4,-2,-4,18,-0.2,4,-16,-4,7,8
O=Cc1c(N2CCN(CCO)CC2)nc2ccccn2c1=O,?,3,-7,21,-1.0,0,-21,-5,-3,-5
COc1ccc(NC(=O)C(c2ccccc2)N(C)C(=O)CNC(C)=O)cc1 (stereo not drawn),-1,-3,-2,22,0.1,3,1,6,-1,24
O=S(=O)(c1ccc(F)cc1)N1CCC(N2CCCCCC2)CC1,-3,2,-4,3,-0.6,-14,-29,-2,1,0
O=[N+]([O-])c1nn(-c2ccc(Cl)cc2)n(O)c1=NCc1ccccc1Cl,.,2,-14,21,-23,-4,-35,-1,-17,-38
CC(C)NC(=O)c1ccc(N(Cc2ccccc2)S(C)(=O)=O)cc1,5,-2,-9,14,-0.3,-9,-16,-4,-3,3
O=C1/C(=C/c2ccccn2)SC(=S)N1Cc1ccccc1,-1,-7,-7,8,-0.1,-13,2,-3,-4,-18
O=C(COc1ccc([N+](=O)[O-])cc1)N(C1CCCCC1)C1CCS(=O)(=O)C1 (stereo not drawn),6,.,14,11,-24,25,.,.,1,5
CC1(c2nnc(Cc3ccccc3)o2)CC(c2ccccc2[N+](=O)[O-])=NO1 (stereo not drawn),-2,.,-2,12,-1.4,1,.,.,2,13
O=C(Oc1ccc(-c2cnc3ccccc3n2)cc1)c1ccco1,-3,1,11,5,1.1,9,-99,16,45,-81
COc1ccc(C(C(=O)NC(C)(C)C)N(C(=O)CCC(=O)Nc2cc(C)on2)c2cccc(C)c2C)cc1 (stereo not drawn),3,-2,-3,7,0.2,1,-3,-1,1,-5
O=[N+]([O-])c1ccc(N2CCN(CCO)CC2)cc1NCc1ccco1,12,7,2,10,-1.1,7,-8,4,24,31
O=C(c1scc2c1CCCC2)N1CCOCC1,0,4,-2,1,-0.4,17,-32,-2,1,15
COc1ccccc1NC(=O)C1=C(C)Nc2ncnn2C1c1cccs1 (stereo not drawn),3,2,8,25,-0.1,5,-7,0,-38,-17
COc1cc2c(C(=O)Nc3ccc4c(c3)OCO4)cn(CC(C)C)c(=O)c2cc1OC,4,-2,-8,26,-0.6,-9,-34,1,2,29
Cc1ccc(-c2nnc(-c3cccnc3)o2)cc1,1,-6,13,6,-2.1,4,-183,-2,16,-113

# Complete entries as entered above. Screens in order: HDAC3 inh	IEC-6 tox	HSF1 inhib	AI-2 QS modul	HIF act	HSF-1 act	KLF5 inhibitor	HSP90 refold inh	Platelet DG rel	aSyn 5UTR inh
# Cc1ccc(-c2nnc(-c3cccnc3)o2)cc1 in the list: 1	-6	13	6	-2.1	4	-183	-2	16	-113
# CC1(c2nnc(Cc3ccccc3)o2)CC(c2ccccc2[N+](=O)[O-])=NO1 (stereo not drawn) in the list: -2	.	-2	12	-1.4	1	.	.	2	13
# COc1ccc(C(C(=O)NC(C)(C)C)N(C(=O)CCC(=O)Nc2cc(C)on2)c2cccc(C)c2C)cc1 (stereo not drawn) in the list: 3	-2	-3	7	0.2	1	-3	-1	1	-5
# O=C(Oc1ccc(-c2cnc3ccccc3n2)cc1)c1ccco1 in the list: -3	1	11	5	1.1	9	-99	16	45	-81

# The listing continues.
SMILES,HDAC3 inh,IEC-6 tox,HSF1 inhib,AI-2 QS modul,HIF act,HSF-1 act,KLF5 inhibitor,HSP90 refold inh,Platelet DG rel,aSyn 5UTR inh
CCNC(=S)NNC(=O)c1cccn(Cc2ccc(Cl)cc2)c1=O,6,-3,6,12,0.0,11,11,4,6,18
Cc1ccc2[nH]c(C(=O)NN=C3CCCCC3)c(-c3ccccc3)c2c1,10,2,-10,12,-0.1,-9,-4,0,7,3
O=C(COc1ccccc1)Nc1cccc(-c2nc3ccccc3[nH]2)c1,0,8,9,-27,1.5,38,-40,-3,2,-63
COc1cc(NC(=O)c2c(F)c(F)c(F)c(F)c2F)c(OC)cc1Cl,2,-5,-6,12,2.5,-18,-26,-1,6,-27
CCOc1ccc(CN2CCN(C(=O)c3ccccc3)CC2)cc1,6,-5,1,13,-3.3,-9,-33,3,-2,-19
Cc1cc(=O)n(Cc2ccccc2)c(O)c1C#N,0,-5,-7,10,-26,4,13,-1,-1,2
Cc1onc(-c2c(Cl)cccc2Cl)c1C(=O)NCc1ccccn1,2,3,-2,31,0.0,0,8,1,7,-25
CCOc1ccc(NCCC#N)cc1,-3,-4,0,-9,-0.3,4,-18,-12,0,-22
CCOC(=O)c1sc(NC(=O)CSc2n[nH]c(-c3ccncc3)n2)c(C#N)c1C,0,-4,-7,6,-2.2,-2,2,5,1,15
Cc1ccc(C)c(CNS(=O)(=O)c2ccc3c(c2)C(C)(C)C(=O)N3C)c1,-1,1,4,19,12*,14,-3,-3,0,5
O=C(c1cc(-c2ccc(Br)cc2)nc2ccccc12)N1CCN(c2ccccc2O)CC1,12,.,7,3,0.5,9,.,.,19,-13
COc1ccc(S(=O)(=O)Cc2ccc(C(=O)NCc3ccco3)o2)cc1,10,-6,-2,18,-0.3,0,-12,-1,1,-17
CCNS(=O)(=O)c1ccc2c(c1)NCC2,1,-10,2,-3,0.5,16,-30,1,5,18
COc1ccc(CNC(=O)CCSCc2ccc(C)cc2)cc1,7,-8,-9,-1,-0.7,19,-17,0,-2,5
Cc1cc(C(=O)NC2CCCc3c2cnn3-c2ccc(C)c(C)c2)no1 (stereo not drawn),9,4,7,14,0.3,8,-14,-2,10,18
COc1ccc(N(C)C(=O)c2cc3c(s2)-c2ccccc2OC3)c(OC)c1,5,6,-43,6,-0.4,-55,4,-1,-2,4
COC(=O)C1(CC2CC(c3ccncc3)=NO2)CCN(C(=O)OC(C)(C)C)CC1 (stereo not drawn),-1,.,-4,16,-4.9,-10,.,.,-14,-15
Cc1cc(C)c(S(=O)(=O)N2CCCC(C(=O)N3CCOCC3)C2)c(C)c1 (stereo not drawn),0,-1,-3,10,-0.7,1,-29,-2,-4,-20
COc1cccc(C(C(=O)NCC2CCCO2)N(C(=O)Cn2nnc3ccccc32)c2ccc(NC(C)=O)cc2)c1OC (stereo not drawn),-6,2,-2,20,-23,0,-7,0,-3,1
CC1=[N+](CC(=O)c2ccccc2)CCn2cccc21,-2,4,4,19,0.6,6,15,6,-2,-110
Cc1cc(C)n2nc(C(=O)NNC(=O)c3ccc(Cl)cc3)nc2n1,-2,5,3,6,0.2,-12,-35,6,1,-76
CNC(=S)N/N=C/c1c(Cl)cccc1Cl,-2,6,-59*,8,0.1,-67,2,2,3,-3
Cc1ccccc1-n1c(Cn2c(=O)sc3ccccc32)nnc1SCC(=O)N1CCOCC1,0,-2,.,.,.,.,-7,-1,.,.
COCCCNC(=O)c1ccc(NS(C)(=O)=O)cc1,-2,-4,17,6,0.2,?,-7,9,5,22
CC(=O)c1cc(CC=C(C)C)c(O)c(CC=C(C)C)c1O,2,0,-1,14,-0.5,-3,-5,-1,3,0
CC(=O)O[C@@H]1[C@H]2[C@@H](C[C@@H](C)[C@@H]3CCC(=O)[C@@]13C)OC(=O)[C@@H]2C,4,.,-1,24,-0.2,-11,.,.,-1,-6
O=C(NCCCn1ccnc1)c1cc(-c2ccncc2)nc2ccccc12,1,0,-9,18,-0.9,-8,-22,0,3,19
CC(=O)c1c(C)oc2ccc(O)c(CN3CCOCC3)c12,.,0,1,4,-0.1,1,-34,0,-1,-10
CC(C)C(c1nnnn1Cc1ccccc1)N(CCCO)Cc1cc2cc3c(cc2[nH]c1=O)OCO3 (stereo not drawn),11,6,-3,17,-0.3,-25,-14,4,7,10
COc1ccc(NC(c2ccccc2)c2ccncc2)cc1 (stereo not drawn),3,-5,1,28,0.6,-3,-30,-1,0,0

# Sorted by value in AI-2 QS modul (largest number first): 3 of the compounds above.
SMILES,AI-2 QS modul
CC(C)C(c1nnnn1Cc1ccccc1)N(CCCO)Cc1cc2cc3c(cc2[nH]c1=O)OCO3 (stereo not drawn),17
CC(=O)c1cc(CC=C(C)C)c(O)c(CC=C(C)C)c1O,14
Cc1cc(C)n2nc(C(=O)NNC(=O)c3ccc(Cl)cc3)nc2n1,6

# Next compounds follow:
SMILES,HDAC3 inh,IEC-6 tox,HSF1 inhib,AI-2 QS modul,HIF act,HSF-1 act,KLF5 inhibitor,HSP90 refold inh,Platelet DG rel,aSyn 5UTR inh
Cc1c(NC(=O)c2ccc(N3C(=O)C4C5C=CC(C5)C4C3=O)cc2)c(=O)n(-c2ccccc2)n1C (stereo not drawn),4,-2,-9,12,-0.2,3,-5,-2,19,28
COC(=O)n1c(=O)oc2cc(S(=O)(=O)N3CCOCC3)ccc21,-6,0,5,30,-0.5,-3,-11,2,-1,6
CCn1c(SCc2cccnc2)nc2c1c(=O)n(C)c(=O)n2C,-2,3,-4,14,0.1,-3,-28,4,2,30
Cc1ccc2c(c1)N(C(=O)CCC(=O)NCCN1CCOCC1)CCO2,-3,3,-10,7,0.1,-3,-30,-3,-14,-11
Cc1cccc(N2CCN(C(=O)CCNS(=O)(=O)c3ccc4c(c3)CCC(=O)N4)CC2)c1C,0,13,6,27,0.0,-6,7,2,-7,28
CC1(C(=O)NC(=S)NNC(=O)c2ccncc2)CCCCC1,3,2,-19,104,-0.1,-23,0,-1,12,30
O=C(Nc1cccc(O)c1)C1CC(c2c(F)cccc2Cl)=NO1 (stereo not drawn),2,6,-18,-5,-2.2,-34,-26,-3,3,-26
CCN(C1CCCCC1)S(=O)(=O)c1ccc(-n2cnnn2)c(C)c1,-16,3,-7,1,0.4,-6,-3,5,-1,-22
CCn1c(SCC#N)nc2cc(S(=O)(=O)N3CCOCC3)ccc21,4,3,1,-2,0.2,1,-5,0,15,-6
CCOC(CCc1c(C)nc(NC(C)=O)[nH]c1=O)OCC,0,0,2,11,-1.3,-7,-18,-1,8,22
Cc1noc(NS(=O)(=O)c2ccc(NC(=O)C(C)(C)C)cc2)c1C,-7,-6,1,3,0.2,-6,-26,1,9,3
O=C(CCN1C(=O)/C(=C/c2cccs2)SC1=S)Nc1ccccc1O,7,1,43,10,0.1,69*,-52,-1,-8,-8
CCOC(=O)N1CCN(C(=O)CSCc2ccccc2Cl)CC1,-2,-5,5,14,0.4,13,-42,2,-1,-61
